Source: PubChem (several laboratories)
Avidin fluor: green autofluorescence of compounds with avidin beads – biophysical, 488/530 nm, flow cytometry, artefact control, profiling panel; compound fluorescence 488/530 nm; active compounds read high; fluorescence (KMESF) at 10 µM; actives 0.38% (n = 220,000); AID 1775, 2009; in the data active = fluorescence above about 47; also: inactives centre near 10
Bim-Mcl-1: inhibitors of Bim peptide binding to Mcl-1, primary screen, biochemical, bead-based flow cytometry, multiplex; AID 1009, 2008; Bim peptide-Mcl-1 binding; inhibition, % at 10 µM; actives 0.1% (n = 190,000); Induced myeloid leukemia cell differentiation protein Mcl-1 (Homo sapiens), Q07820; in the data active = inhibition above about 40%;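 also: 0% = no compound tracer wells and 100% = peptide blocker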
RGS7-Gao reg: RGS7-Galphao binding modulators, primary screen, biochemical, multiplexed bead flow cytometry; actives lie on both sides; actives 0.35% (n = 220,000); binding response (% of control), % at 10 µM; in the data active = binding response below about 49% or above about 150%; inconclusive = no clear call, values can overlap the other calls; inactive = in between;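 also: fluorescent Galphao held in activated GDP-AlF4 state binding bead-coupled RGS7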
Target sequence (P09471 whole entry, looked up): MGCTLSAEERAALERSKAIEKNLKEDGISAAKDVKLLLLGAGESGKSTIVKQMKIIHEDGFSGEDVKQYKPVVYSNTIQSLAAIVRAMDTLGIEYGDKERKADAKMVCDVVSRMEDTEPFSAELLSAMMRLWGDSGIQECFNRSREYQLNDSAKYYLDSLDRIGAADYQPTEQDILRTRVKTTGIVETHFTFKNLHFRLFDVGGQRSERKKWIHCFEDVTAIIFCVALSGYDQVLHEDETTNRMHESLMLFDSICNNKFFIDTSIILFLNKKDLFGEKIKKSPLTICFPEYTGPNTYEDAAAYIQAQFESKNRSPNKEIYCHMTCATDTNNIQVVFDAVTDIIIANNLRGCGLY
RGS4-Gao reg: modulators of RGS4 binding to Galphao, primary screen, biochemical, multiplexed bead flow cytometry; AID 1415, 2008; actives lie on both sides; binding response (% of control), % at 10 µM; Guanine nucleotide-binding protein G(o) subunit alpha (Homo sapiens), P09471; actives 0.33% (n = 220,000); in the data active = binding response below about 49% or above about 150%; inactive = in between;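 also: fluorescent Galphao activated with aluminum fluoride binding bead-coupled RGS4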
Mcl1-Bid inh: Mcl-1/Bid binding inhibitors, primary screen, biochemical, TR-FRET, 1536-well | TR-FRET Mcl-1/Bid-Dy647 peptide binding | actives 0.97% (n = 220,000) | inhibition, % at 21.7 µM;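 active = compounds that cut the binding signal by more than half at the single screening dose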;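 also: His-tagged Mcl-1 with europium anti-His antibody binding Bid BH3 peptide; 0% = Mcl-1 plus peptide wells and 100% = peptide-only wells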
ABCB1 inh: ABCB1 efflux pump inhibitors, primary screen, cell-based, multiplex, flow cytometry, ABCG2 counter-screen. CCRF-Adr cells, JC-1 efflux. inhibition, % at 6.6 µM. actives 0.067% (n = 190,000); in the data active = inhibition above about 40%;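 also: 0% = vehicle and 100% = reference inhibitor; higher value means more JC-1 retained so stronger ABCB1 efflux block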
RGS8-Gao reg: RGS8-Galphao binding modulators, primary screen, biochemical, multiplexed bead flow cytometry; Guanine nucleotide-binding protein G(o) subunit alpha (Homo sapiens), P09471; actives lie on both sides; response (percent of control binding), % at 10 µM; actives 0.34% (n = 220,000); in the data active = response below about 60% or above about 140%; inactive = in between;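 also: Galphao activated as the GDP aluminium fluoride complex binding bead-coupled RGS8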
ABCG2 inh: ABCG2 efflux pump inhibitors, primary screen, multiplex with ABCB1, IgMXP3 cells, flow cytometry. actives 0.1% (n = 190,000). inhibition, % at 6.6 µM. Broad substrate specificity ATP-binding cassette transporter ABCG2 (Homo sapiens), Q9UNQ0. JC-1 efflux;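 active = inhibition above 80%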;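 also: 0% = DMSO and 100% = nicardipine control wells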
Target sequence (Q9UNQ0 whole entry, looked up): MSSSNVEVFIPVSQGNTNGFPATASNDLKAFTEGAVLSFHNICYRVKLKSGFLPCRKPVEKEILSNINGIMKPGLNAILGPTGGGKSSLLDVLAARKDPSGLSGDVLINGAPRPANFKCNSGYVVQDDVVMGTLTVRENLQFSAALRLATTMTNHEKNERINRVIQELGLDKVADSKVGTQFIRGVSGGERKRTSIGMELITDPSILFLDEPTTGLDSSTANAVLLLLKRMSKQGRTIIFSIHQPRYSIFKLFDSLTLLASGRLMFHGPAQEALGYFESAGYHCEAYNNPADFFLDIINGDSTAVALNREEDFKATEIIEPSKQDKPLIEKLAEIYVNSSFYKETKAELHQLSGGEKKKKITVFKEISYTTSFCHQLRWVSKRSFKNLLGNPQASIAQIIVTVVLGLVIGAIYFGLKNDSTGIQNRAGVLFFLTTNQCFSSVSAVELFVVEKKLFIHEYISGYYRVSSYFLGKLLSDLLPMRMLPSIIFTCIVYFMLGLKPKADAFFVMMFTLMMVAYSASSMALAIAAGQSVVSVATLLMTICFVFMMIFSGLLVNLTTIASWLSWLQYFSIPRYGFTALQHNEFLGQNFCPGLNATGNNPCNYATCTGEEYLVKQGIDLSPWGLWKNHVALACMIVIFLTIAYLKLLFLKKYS
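Measure – % inhibition of efflux relative to nicardipine and DMSO · Test system – ABCG2 IgMXP3 and barcoded ABCB1 CCRF-Adr cell mix · Control set – nicardipine as high control, DMSO as low control · Compound – one concentration, 6.6 µM final · Signal – flow cytometry of retained JC-1 fluorescence · Timing – 10 min exposure at 25 °C with rotation, no wash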
GSH fluor: compound fluorescence on glutathione beads, profiling panel, artefact control, biophysical, 488/530 nm, flow cytometry. GSH beads flow cytometry, compound fluorescence 488/530 nm; active compounds read high. fluorescence (KMESF) at 10 µM. actives 0.25% (n = 190,000); in the data active = fluorescence above about 89;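 also: glutathione beads carrying GST-tagged Bcl family fusion proteins plus one bare bead set; values are compound well signal with DMSO vehicle wells as background; inactives centre near 16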
Mcl1 Noxa PPI: Mcl-1/Noxa binding inhibitors, primary screen, biochemical, TR-FRET, 1536-well | TR-FRET Mcl-1/Noxa peptide binding, 2 h | inhibition, % at 21.7 µM | actives 1.5% (n = 220,000);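 active = compounds that cut the protein-peptide binding signal by more than 50% relative to plate controls in a single-dose test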;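 also: His-tagged Mcl-1 with rhodamine Noxa BH3 peptide and terbium anti-His antibody; 0% = Mcl-1 plus Noxa peptide wells and 100% = peptide-only wells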
Pf gametocyte: late stage P. falciparum gametocyte viability inhibitors, primary screen, ATP luminescence, HTS; inhibition, % at 10.9 µM; actives 0.065% (n = 150,000); P. falciparum stage V gametocytes, 24 h; AID 743093, 2013;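 active = inhibition above the mean plus 3 SD of compounds within the control limits, set per campaign, cut at about 38% in these data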;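 also: 0% = DMSO wells and 100% = medium only without gametocytes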
* marks the source's active call; other numbers are inactive results; ? = inconclusive; . = no result given.

SMILES | GSH fluor | ABCG2 inh | Pf gametocyte | Mcl1 Noxa PPI | Bim-Mcl-1 | RGS8-Gao reg | Avidin fluor | RGS4-Gao reg | RGS7-Gao reg | ABCB1 inh | Mcl1-Bid inh
CCn1c(CNc2ccc(Cl)cc2)nnc1SCc1ccccc1 | 26 | 23 | . | 17 | -5 | 101 | 43 | 101 | 101 | 1.8 | -12
CCOC(=O)CSc1nc2ccccc2c(=O)n1C1CCCC1 | 34 | 14 | . | 12 | 0 | 103 | 91* | 111 | 132 | 0.7 | -24
CCOc1ccc(CNc2cccc(SC)c2)cc1 | 14 | -9 | 3 | -7 | 2 | 100 | 8 | 101 | 100 | -2.5 | 15
COC(=O)c1cc2oc(C)cc2n1CC(=O)N1CCCc2ccccc21 | 30 | 1 | 13 | 5 | 2 | 89 | 6 | 78 | 90 | 0.1 | -30
O=C(CSc1nnc(COc2ccccc2)o1)Nc1nccs1 | 13 | 6 | . | 16 | -2 | 103 | 7 | 100 | 99 | 0.1 | -23
COCCc1nnc(NC(=O)Cc2ccccc2)s1 | 32 | 2 | -9 | -17 | . | 96 | 4 | 92 | 93 | -0.8 | -54
Cc1ccc(NC(=O)COC(=O)c2cccc(N3C(=O)c4ccccc4C3=O)c2)cc1 | . | . | -18 | 1 | . | 109 | 10 | 106 | ? | . | -61
CCCC(=O)Nc1sc2c(c1C(=O)Nc1ccccn1)CCCC2 | 11 | 7 | 3 | 7 | -2 | 105 | 12 | 104 | 96 | 1.4 | -40
CCCCOC(=O)CSc1nc2c(c(=O)[nH]c(=O)n2C)n1C/C=C(\C)Cl | 14 | 10 | 2 | 11 | -2 | 104 | 18 | 97 | 97 | 1.2 | -12
COc1ccc(C2C(C(=O)Nc3cc(C)on3)c3ccccc3C(=O)N2C)cc1OC (stereo unspecified) | 24 | 19 | . | -6 | -3 | 100 | 31 | 98 | 98 | 0.9 | -8
CN(C)S(=O)(=O)c1cccc(C(=O)Nc2ccccc2)c1 | 17 | 0 | -3 | -3 | -1 | 100 | 10 | 101 | 101 | -0.7 | -2
CCOc1cc(C(=O)NC(=S)Nc2ccc(Cl)c(C(=O)O)c2)cc(OCC)c1OCC | . | . | 8 | 6 | . | 100 | 6 | 102 | ? | . | -9
CC1(C(=O)OCC(=O)Nc2ccc3ccccc3c2)CC1(Cl)Cl (stereo unspecified) | 12 | 8 | 5 | 8 | 0 | 102 | 11 | 98 | ? | -0.2 | 0
O=C(c1cccn2c(=O)c3cc(Cl)ccc3nc12)N1CCOCC1 | 23 | 1 | -8 | -11 | 0 | 106 | 24 | 102 | 106 | 0.2 | -33
C=CCNC(=S)N1CCC(C(=O)c2ccc3c(c2)OCCO3)CC1 | 26 | 2 | 3 | -6 | 2 | 102 | 14 | 101 | 105 | 0.1 | -47
COc1cc(OC)c(NC(=S)Nc2cc(Cl)cc(Cl)c2)cc1Cl | 15 | 1 | 9 | 29 | -2 | 101 | 22 | 106 | 100 | -0.1 | -27
CC(C)(C)S(=O)(=O)c1cnc(N2CCCCC2)nc1N | . | . | -3 | 11 | . | 103 | 7 | 99 | ? | . | -17
O=C(C1CCC(=O)N1Cc1cccs1)N1CCOCC1 (stereo unspecified) | 13 | -1 | 14 | 16 | 2 | 101 | 10 | 104 | 106 | 0.4 | -16
O=C(Cc1ccc(F)cc1)N(c1ccccc1)C1C=CS(=O)(=O)C1 (stereo unspecified) | 12 | -1 | . | 4 | -1 | 100 | 9 | 96 | 101 | -0.1 | -6
CC(C)(C)C(=O)CSc1nc2c(c(-c3cccs3)c1C#N)CCC2 | 5 | 1 | 4 | -22 | 0 | 93 | 1 | 97 | 96 | 0.0 | -42
COc1ccc(/C=[N+](\[O-])C2N(c3ccccc3)C(=S)SC2(C)C)cc1OC (stereo unspecified) | . | . | -5 | 6 | . | 99 | 6 | 97 | ? | . | -9
Nc1nnc(-c2ccc(Cl)cc2)o1 | . | . | -1 | -22 | . | 105 | 6 | 105 | ? | . | -3
CCOC(=O)C1CCN(C(=O)c2cc3ccccc3oc2=O)CC1 | 12 | 17 | 0 | 7 | -1 | 101 | 10 | 103 | 98 | 1.7 | -38
O=C1C2C3CCC(C3)C2C(=O)N1c1ccc(OS(=O)(=O)c2ccccc2)cc1 (stereo unspecified) | 15 | 16 | -22 | 4 | -2 | 101 | 10 | 101 | ? | 1.9 | -24
CCOc1ccc(OCc2ccc(C(=O)Nc3cccnc3)o2)cc1 | 12 | 2 | 0 | -1 | -3 | 92 | 4 | 95 | 101 | 0.2 | -4

Further entries follow.
SMILES | GSH fluor | ABCG2 inh | Pf gametocyte | Mcl1 Noxa PPI | Bim-Mcl-1 | RGS8-Gao reg | Avidin fluor | RGS4-Gao reg | RGS7-Gao reg | ABCB1 inh | Mcl1-Bid inh
O=C(N/N=C/c1ccccn1)c1cccs1 | 24 | 12 | 1 | -10 | 2 | 104 | 11 | 103 | 101 | 0.3 | -27
Cc1ccc2[nH]c3c(NCc4ccco4)ncnc3c2c1 | 13 | 3 | -12 | 55* | 4 | 103 | 12 | 108 | 106 | 0.3 | -11
CN(Cc1ccccc1)C1CC(=O)N(c2ccc(C(=O)O)cc2)C1=O (stereo unspecified) | 16 | 1 | . | 45 | -1 | 98 | 10 | 97 | 91 | 0.5 | -1
NNC(=O)CNC(=O)CNS(=O)(=O)c1ccccc1 | 12 | 0 | 5 | 10 | -1 | 101 | 20 | 104 | 104 | 0.1 | -15
CC(=O)O[C@H]1CSC[C@H]1NC(=O)c1ccccc1 | 55 | 2 | . | 7 | 1 | 97 | 8 | 98 | 99 | 0.5 | -46
O=C1CC(=Nc2ccccc2)NN1c1ccccc1 | 25 | 2 | . | 15 | -12 | 99 | 4 | 95 | 96 | -0.4 | -61
CCN(CC)S(=O)(=O)c1ccc(OCC(=O)NCc2ccco2)cc1 | . | . | 17 | -3 | . | 102 | 7 | 104 | ? | . | 5
O=C(COC(=O)c1sc2ccccc2c1Cl)NC1CCCCC1 | 13 | 2 | . | 12 | -1 | 105 | 9 | 101 | 103 | 0.0 | -11
Cc1ccccc1C(=O)NC1CCN(CC(=O)Nc2ccc3c(c2)OCCO3)CC1 | 22 | 3 | 23 | 3 | 3 | 97 | 5 | 99 | 96 | 0.6 | -15
CCCCc1nc2ccccc2n1Cc1nnc2n1-c1ccccc1SC2 | 10 | 5 | . | 22 | 0 | 94 | 20 | 92 | 96 | 1.2 | -20
COc1ccc2c(=O)c(-c3ccc(OC)c(OC)c3)coc2c1 | 20 | 6 | . | -9 | -5 | 104 | 5 | 108 | 110 | 0.3 | 1
COc1cc(C(=O)OCC(=O)c2c[nH]c3ccccc23)ccc1OCC(=O)N1CCOCC1 | 32 | 0 | . | -9 | -1 | 103 | 8 | 106 | 100 | -0.4 | -31
CC(C)C(=O)Nc1ccc2c(c1)nc(CCN1CCN(c3ccccc3)CC1)n2C | . | . | 2 | 2 | . | 100 | 6 | 99 | ? | . | -19
CCOC(=O)Nc1sc(C)c(C)c1C(=O)OCC | 8 | 6 | . | 17 | 0 | 105 | 3 | 101 | 105 | 0.0 | -8
O=C1c2ccccc2CN1CCNC(=S)NC1CCCCC1 | 11 | 2 | 20 | -17 | 0 | 108 | 27 | 107 | 108 | 0.0 | -36
Cc1ccccc1C(=O)NC(=S)Nc1ccccc1N1CCCC1 | 10 | 2 | . | 9 | 2 | 102 | 6 | 102 | 98 | 1.4 | -29
Cc1ccc(S(=O)(=O)N(c2cccc(C)c2)C2CCS(=O)(=O)C2)cc1 (stereo unspecified) | 25 | 4 | -32 | 6 | -3 | 97 | 38 | 95 | 96 | 1.1 | -12
CCOC(=O)c1cccnc1SCC(=O)Nc1ccc(C)cc1 | 15 | 17 | -23 | 8 | -3 | 97 | 4 | 90 | 92 | 0.1 | -4
Cn1c(=O)oc2cc(S(=O)(=O)N3CCCC(C(=O)Nc4nccs4)C3)ccc21 (stereo unspecified) | 20 | -2 | . | 4 | 0 | 99 | 9 | 102 | 100 | -2.0 | -7
Cc1cccc(N2CC(O)=C(c3nc4ccccc4n3C)C2=N)c1 | 17 | 1 | -9 | -2 | -4 | 98 | 9 | 96 | 95 | 0.3 | -28
COC(=O)c1ccc(CN(c2ccc(C)cc2)S(=O)(=O)c2ccc3c(c2)OCCO3)o1 | 10 | 5 | -21 | 11 | 0 | 109 | 13 | 107 | 109 | 2.0 | -2
O=C(c1ccc(C#CC2(O)CCCCC2)cc1)N1CCOCC1 | 12 | 0 | 22 | -22 | -2 | 102 | 37 | 102 | 101 | 0.1 | 4
Cc1nn(CCN)c(C)c1Cl | 9 | 2 | . | -16 | -2 | 104 | 9 | 103 | 102 | 0.7 | -1
CC(=O)Nc1ccc(C(=O)OCC(=O)c2cccc([N+](=O)[O-])c2)cc1 | 11 | 82* | . | 8 | -4 | 102 | 22 | 101 | 101 | 0.4 | 3
CCOC(=O)c1c(NC(=O)C2CC2)sc2c1CC(C)(C)OC2 | . | . | -3 | 18 | . | 98 | 10 | 101 | ? | . | 14

Remaining list, next part:
SMILES | GSH fluor | ABCG2 inh | Pf gametocyte | Mcl1 Noxa PPI | Bim-Mcl-1 | RGS8-Gao reg | Avidin fluor | RGS4-Gao reg | RGS7-Gao reg | ABCB1 inh | Mcl1-Bid inh
CC(C)C(=O)Nc1cccc(-c2cnc3ccccc3n2)c1 | 35 | 49 | 2 | 14 | -1 | 97 | 18 | 95 | 90 | -0.9 | -20
CC(C)(C)C1CCC(=NNC(=O)c2ccccc2-n2cccc2)CC1 (stereo unspecified) | 13 | 6 | 24 | 11 | -3 | 99 | 11 | 100 | 101 | 0.3 | -14
O=C(CN=C1NS(=O)(=O)c2ccccc21)OCC(=O)c1cc(F)ccc1F | 12 | 0 | . | 12 | 0 | 104 | 11 | 96 | 96 | -0.3 | -11
COc1cccc(CC(NC(C)=O)C(=O)NC2CCN(c3c(Cc4ccccc4)c(C)nc4ncnn34)CC2)c1 (stereo unspecified) | 22 | -13 | . | 5 | -1 | 105 | 11 | 103 | 100 | -2.2 | -3
CCn1c(COc2ccccc2C)nnc1SCC(=O)Nc1ccc2c(c1)OCCO2 | 27 | 9 | -26 | 11 | -3 | 102 | 10 | 105 | 103 | 1.7 | 5
Cc1ccccc1-n1c(SC/C(O)=C(\C#N)c2nc3ccccc3[nH]2)nnc1-c1ccncc1 | 28 | 6 | . | 19 | -1 | 100 | 11 | 100 | 100 | -0.2 | -46
